Bioassay records as filed in PubChem BioAssay.
Menin-MLL TR inh = inhibitors of human menin-MLL interaction, mutant MLL peptide; O00255; Menin + Texas Red MLL mutant peptide, fluorescence polarization; Potency, µM (doses to about 61.6 µM), without a hit: at the top dose FP activity change, negative = inhibition, hits mostly inhibitors; actives 0.23% (n = 270,000); active = well fitted inhibition curve with a large enough effect in the polarisation, with a control signal flat, not every such curve was filed as active; inconclusive = small, poorly fitted or top-dose-only effect, or effect the other way, or a change in a side signal; inactive = no such curve, though single readings can be large or run the other way; the % refers to the polarisation; also: potency is read from the fitted curve at half-maximal effect; % of control where 0% means no effect; many of its hits are not listed in these tables
B2AR arrestin = recruits beta-arrestin to the human beta2-adrenergic receptor | actives 0.02% (n = 330,000) | Potency, µM (doses to about 46.1 µM), for inactives: at the highest dose activation, hits mostly activators | beta-arrestin recruitment to beta2AR, cell-based reporter;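 also: potency is read from the fitted curve at half-maximal effect; 0% = DMSO controls and full agonism = EC100 isoproterenol or metaproterenol; nearly all actives have a fitted effect of over 65% in size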
FBPA coupling cs = coupling enzyme interference in Giardia aldolase counter-screen; coupling enzyme system counterscreen, AmpLite Red fluorescence; activity change, negative = inhibition, % at 58.2 µM, hits read low; actives 0.67% (n = 290,000); in the data active = activity change below about -30%; also: % is scaled to controls: 0 for no effect and ±100 for the full control effect
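First, compound is pin-transferred into glyceraldehyde-3-phosphate coupling-enzyme reagent at 57.5 uM final and held 10 min at RT. Next, substrate, coupling system and AmpLite Red are added. After 20 min RT, fluorescence (525/598 nm) is read.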
GALK inh = blocks human galactokinase activity. actives 0.007% (n = 270,000). P51570. AID 1868. Purified GALK, Kinase-Glo residual ATP luminescence. Potency, µM (highest dose often 57.5 µM), without a hit: at the top dose activity change, negative = inhibition, actives largely listed as inhibitors; also: potency is read from the fitted curve at half-maximal effect; % is scaled to controls: 0 for no effect and ±100 for the full control effect
Target sequence (P51570 whole entry, looked up): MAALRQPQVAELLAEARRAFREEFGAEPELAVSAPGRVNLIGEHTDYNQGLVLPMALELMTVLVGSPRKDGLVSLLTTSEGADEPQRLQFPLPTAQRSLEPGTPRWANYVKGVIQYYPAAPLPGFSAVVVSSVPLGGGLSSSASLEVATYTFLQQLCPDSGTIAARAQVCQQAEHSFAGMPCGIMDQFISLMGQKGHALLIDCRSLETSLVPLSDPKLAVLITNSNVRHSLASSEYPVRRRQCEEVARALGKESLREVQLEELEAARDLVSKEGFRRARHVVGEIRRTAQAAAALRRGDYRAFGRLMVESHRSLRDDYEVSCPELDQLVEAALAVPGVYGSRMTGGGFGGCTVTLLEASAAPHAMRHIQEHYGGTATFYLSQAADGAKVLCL
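Compounds were pin-transferred into ATP buffer (35 uM final), then GALK plus galactose (5 nM, 100 uM final) was added. After 1 h at room temperature, Kinase-Glo Plus was added and luminescence read after 10 min.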
PKM2 activator = increases activity of human pyruvate kinase M2. Potency, µM (doses to about 57.5 µM), inactives show top-dose activation, actives largely listed as activators. actives 0.34% (n = 260,000). purified PKM2, Kinase-Glo ATP luminescence, activation; response scale: 0% is enzyme alone, no compound; also: potency is read from the fitted curve at half-maximal effect; % is scaled to controls: 0 for no effect and ±100 for the full control effect; nearly all actives have a fitted effect of over 55% in size
Target sequence (P14618 whole entry, looked up): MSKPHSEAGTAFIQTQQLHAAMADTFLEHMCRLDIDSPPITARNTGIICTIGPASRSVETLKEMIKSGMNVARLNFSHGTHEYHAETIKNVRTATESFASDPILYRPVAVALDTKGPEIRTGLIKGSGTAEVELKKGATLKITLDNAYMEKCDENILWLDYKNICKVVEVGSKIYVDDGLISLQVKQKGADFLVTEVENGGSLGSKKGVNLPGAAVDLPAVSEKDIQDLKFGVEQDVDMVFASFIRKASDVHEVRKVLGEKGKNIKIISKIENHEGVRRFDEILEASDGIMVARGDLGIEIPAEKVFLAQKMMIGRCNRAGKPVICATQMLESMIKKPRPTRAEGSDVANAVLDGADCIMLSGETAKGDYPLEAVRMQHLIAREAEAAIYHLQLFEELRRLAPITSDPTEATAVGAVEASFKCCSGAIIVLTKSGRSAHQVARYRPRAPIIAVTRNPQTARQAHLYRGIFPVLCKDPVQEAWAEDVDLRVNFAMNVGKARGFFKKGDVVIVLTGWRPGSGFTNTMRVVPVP
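Purified hPK-M2 (>95% pure) converted ADP (0.1 mM final) to ATP with 0.5 mM PEP in 50 mM imidazole pH7.2, KCl, MgCl2, Tween 20, BSA; 1 h at room temperature. ATP detected by Kinase-Glo luminescence.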
USP2a inh = inhibitors of human ubiquitin-specific protease USP2a | Potency, µM (series often up to 38.3 µM), for inactives: at the top dose activity change, negative = inhibition, actives largely listed as inhibitors | actives 0.01% (n = 330,000) | USP2 core, Ub-CHOP2 coupled fluorogenic reporter, 485/531 | O75604;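 also: potency is read from the fitted curve at half-maximal effect; plate controls were DMSO wells for no effect and full inhibition by NEM control for full effect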
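Cell-free coupled assay: 10nM USP2 core preincubated 30min RT with compound in Tris-HCl pH 8.0/CaCl2/CHAPS buffer, then 25nM Ub-CHOP2 and 25nM reporter substrate; fluorescence (Ex 485/Em 531) read after 60min RT, normalized to NEM inhibition, concentration-response curves fitted.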
MLL CXXC-DNA inh = MLL CXXC-DNA interaction inhibition. actives 0.037% (n = 290,000). Potency, µM (top dose mostly 115 µM), without a hit: top-dose activity change, negative = inhibition, hits mostly inhibitors. MLL-CXXC / FITC-HOXA9 DNA fluorescence polarization. AID 2662. Q03164; active = well fitted inhibition curve with a large enough effect in the polarisation, with a control signal flat, not every such curve was filed as active; inconclusive = small, poorly fitted or top-dose-only effect, or effect the other way, or a change in a side signal; inactive = no such curve, though single readings can be large or run the other way; the % refers to the polarisation; also: potency is read from the fitted curve at half-maximal effect
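Purified MLL-CXXC (added from a 7 uM solution) was preincubated 5 min at ambient with pinned compounds in 50 mM Tris-HCl pH 7.5, 50 mM NaCl, 1 mM DTT, 0.05% BSA. Fluorescein-labeled HOX-A9 DNA (50 nM solution) followed, 30 min, then polarization read.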
KCNH2 3.1 block = inhibitors of human KCNH2 3.1 potassium channel isoform; U2OS KCNH2 3.1, thallium flux FluxOr; active compounds read low; activity change, % (tested at about 1.8 µM); actives 0.95% (n = 340,000); AID 720553;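 active = maximum activity change below -70%; inconclusive = maximum activity change from -70% to -50%; inactive = maximum activity change above -50%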;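 also: thallium influx rate constant from kinetic fluorescence after stimulation buffer; % is scaled to controls: 0 for no effect and ±100 for the full control effect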
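FluxOr-based Tl+ influx in U2OS cells transduced with KCNH2 3.1 virus; rate constants normalized to DMSO controls.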
TRPV1 ag = agonists of human vanilloid receptor 1 (TRPV1); TRPV1-expressing cells, Fluo-8 calcium influx, agonist mode; activation, % at 8.33 µM; actives 0.19% (n = 320,000); AID 540275; in the data active = activation above about 80%; inconclusive = between about 30% and that limit; also: 0% is about no effect
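Cells expressing TRPV1 were dye-loaded with Fluo-8 and read kinetically: 10 s baseline, 3 min after compound (agonist portion), then 2 min after EC20 capsaicin (allosteric enhancer portion). Calcium-bound dye fluorescence at 480/520 nm.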
hERG WT inh = KCNH2 (human, wildtype) channel inhibition | Q12809 | U2OS, BacMam KCNH2, thallium flux FluxOr; active compounds read low | activity change, % at 1.84 µM | actives 0.37% (n = 340,000) | AID 720551;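 active = maximum activity change below -70%; inconclusive = maximum activity change between -70% and -50%; inactive = maximum activity change above -50%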; also: % is scaled to controls: 0 for no effect and ±100 for the full control effect
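U2OS cells were transduced with wild-type KCNH2 virus (2.03 x 10^8 / mL) for 4 h at room temperature, then cultured overnight at 37 C. Thallium flux was read with FluxOr dye. Rate constants were normalized to DMSO controls.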
Giardia killer = Giardia lamblia killing; Giardia lamblia trophozoite viability; activity change, % at 7.66 µM, hits read low; actives 0.15% (n = 340,000); AID 540267; in the data active = activity change below about -80%; inconclusive = between about -30% and that limit;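 also: parasites exposed to compound for two days anaerobically before the ATP read; % is scaled to controls: 0 for no effect and ±100 for the full control effect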
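Giardia lamblia trophozoites (100 cells/well) were incubated with compounds for 48 h at 37 deg C under anaerobic conditions. Viability was read as ATP content by one-step luminescence after 15-30 min at room temperature.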
The depositor's hits bear a star; ? = inconclusive; nt = no result given; & = joins results of further samples; [ ] = dose if it differs, or a comment. Unless noted, calls follow the shape of the dose curve; as a rule, active = well fitted curve in the direction sought with a large enough effect; inconclusive = small, poorly fitted or top-dose-only effect, or another doubt; inactive = no such curve, though single readings can be large; an effect the other way counts as inactive or inconclusive. These rows are one share of the data; the hit share may differ from the screen's.

Value order – Menin-MLL TR inh	B2AR arrestin	FBPA coupling cs	GALK inh	PKM2 activator	USP2a inh	MLL CXXC-DNA inh	KCNH2 3.1 block	TRPV1 ag	hERG WT inh	Giardia killer
- Cc1ccccc1CSc1nnc(-c2ccncc2)n1C
→ -13%	0.3%	2	nt	nt	2%	-1%	2	-2	-9	-6
- CCOC(=O)C1C(c2ccc(O)c(O)c2)NC(=S)NC1(O)C(F)(F)F (stereo not given)
→ 0%	0.3%	4	1%	-8%	0%	-5%	-15	3	-3	4
- Cc1cccc(C(=O)Nc2cccc(C(=O)NC3CCCC3)c2)c1
→ nt	0.8%	nt	-2%	1%	0%	-7%	-28	-1	-20	-8
- O=C(COC(=O)c1ccccc1O)Nc1cccc2ccccc12
→ nt	-0.3%	nt	nt	nt	1%	nt	7	-1	-1	-12
- COc1cc(NC(=O)C2CC(=O)NC3=C2C(=O)CCC3)c(OC)cc1Cl (stereo not given)
→ ?	0.2%	-1	-1%	2%	1%	-7%	-15	0	7	7
- Cc1cc(=O)n2nc(N3CCC(C(=O)N4CCN(c5ccccc5)CC4)CC3)sc2n1
→ 7%	0.5%	0	-1%	nt	-1%	2%	11	-1	3	-3
- Cc1c(Cl)cccc1NC(=O)CNC(=O)C1CC(=O)N(CCc2ccccc2)C1 (stereo not given)
→ nt	0.4%	nt	nt	nt	2%	nt	1	1	1	-24
- Cc1ccc(NC(=O)c2cc(N(C)C)ccc2[P+](=O)O)cc1
→ 16%	-1.0%	0	1%	3%	-4%	10%	3	1	0	-6
- CCOc1ccccc1-c1nc2c([nH]1)c(=O)n(C)c(=O)n2C
→ -21%	-3.0%	-2	1%	-5%	-2%	-5%	-2	1	3	-6
- O=C(COC(=O)/C=C/c1ccccc1[N+](=O)[O-])Nc1ccc(OC(F)F)cc1
→ 14%	0.4%	-3	-4%	-1%	0%	4%	-32	6	2	6

Value order – Menin-MLL TR inh	B2AR arrestin	FBPA coupling cs	GALK inh	PKM2 activator	USP2a inh	MLL CXXC-DNA inh	KCNH2 3.1 block	TRPV1 ag	hERG WT inh	Giardia killer
- COc1ccc(COC(=O)N/N=C(\C)CC(=O)NCc2ccc(Cl)cc2)cc1
→ -1%	0.0%	-2	-1%	4%	2%	-3%	-5	16	-2	15
- CCOC(=O)/C=C/C(=O)NNC(=O)c1ccccc1Cl
→ 6%	-0.8%	1	10%	-4%	-8%	-4%	-15	0	0	2
- O=C(Nc1cc2c3c(c1)CC(=O)N3CCC2)C1CC1
→ nt	0.1%	nt	nt	nt	-1%	nt	-7	1	-5	4
- CCCCN(CC)CCCNC(=O)c1cc2cc3ccc(OC)cc3nc2o1
→ -22%	-0.5%	-4	-1%	0%	2%	1%	17	-2	3	46[activator]
- O=C(NC1CC1)C1CCN(C2CCN(C(=O)/C=C/c3cccs3)CC2)CC1
→ 2%	-0.1%	-5	0%	2%	2%	5%	2	1	19	12
- CC(C)(c1ccccc1)c1ccc(OCC(O)CN2CCCC2)cc1 (stereo not given)
→ -21%	0.2%	5	3%	-1%	0%	71%[activator]	-27	1	22	2
- Cc1ccc(C)c(OCC(=O)NCCN(C)C)c1
→ -7%	0.0%	0	-2%	-1%	2%	-11%	9	-3	3	-14
- O=C(COC(=O)c1cc(S(=O)(=O)N2CCCCC2)ccc1N1CCOCC1)c1ccc(F)cc1
→ nt	-0.2%	nt	nt	nt	4%	nt	5	1	1	10
- Cn1c(N)c(C(=O)COC(=O)c2cncc(Br)c2)c(=O)n(C)c1=O
→ 5%	0.1%	-3	8%	nt	-1%	10%	12	-5	-7	19
- COc1cc(NC(=O)C2CC(c3cccc(OC)c3OC)=NO2)cc(OC)c1OC (stereo not given)
→ 9%	-0.4%	1	3%	22%	-9%	0%	16	-1	3	12

Value order – Menin-MLL TR inh	B2AR arrestin	FBPA coupling cs	GALK inh	PKM2 activator	USP2a inh	MLL CXXC-DNA inh	KCNH2 3.1 block	TRPV1 ag	hERG WT inh	Giardia killer
- CC(=O)c1ccc(NC(=O)COC(=O)c2ccc(F)cc2F)cc1
→ -9%	-0.2%	-2	0%	0%	0%	-1%	-2	-1	-17	-1
- COCCCN(C(=S)Nc1c(C)cc(C)cc1C)C(C)c1ccccn1 (stereo not given)
→ -9%	0.0%	1	4%	-4%	-1%	31%[activator]	-10	3	-2	-10
- Nc1c(C(=O)Nc2ccc3c(c2)OCCO3)nnn1Cc1cccc(F)c1
→ nt	0.2%	nt	nt	nt	0%	nt	4	1	5	5
- Cc1ccc(S(=O)(=O)N2CCN(CC(=O)N/N=C/c3ccco3)CC2)cc1
→ 14%	0.1%	-1	nt	8%	3%	3%	0	3	4	-5
- Cc1ccc(C(=O)C2=C(O)C(=O)N(CCCN3CCOCC3)C23C(=O)N(C)c2ccccc23)o1 (stereo not given)
→ 6%	-0.3%	-3	3%	0%	1%	3%	1	0	0	3
- Cn1c(Cl)c(/C=N/OC(=O)c2ccc(Cl)cc2)c2ccccc21
→ 21%	0.0%	-2	-4%	-3%	4%	-4%	6	0	-2	32[activator]
- O=C(CCN1C(=O)c2cccc3cccc(c23)C1=O)NCC1CCCO1 (stereo not given)
→ nt	-0.1%	0	0%	1%	2%	-11%	1	0	-13	11
- N#Cc1c(-c2ccccc2Cl)cc(C2CC2)nc1N
→ -13%	-0.8%	-2	-1%	-2%	-1%	-2%	0	28	-8	-9
- O=C(NN=C1C2CC3CC1CC(Cl)(C3)C2)c1cccs1
→ -6%	-0.9%	1	-2%	0%	-3%	-5%	-15	8	5	-11
- Cn1nc(-c2ccccc2)c(-c2nc(-c3cccc(Cl)c3)no2)c1Cl
→ 0%	0.1%	1	-1%	3%	4%	-2%	6	3	-5	-2

Value order – Menin-MLL TR inh	B2AR arrestin	FBPA coupling cs	GALK inh	PKM2 activator	USP2a inh	MLL CXXC-DNA inh	KCNH2 3.1 block	TRPV1 ag	hERG WT inh	Giardia killer
- CC(=O)Nc1ccccc1NS(=O)(=O)c1ccccc1[N+](=O)[O-]
→ 11%	-0.7%	-1	1%	40µM*	-1%	-5%	4	-1&1	10	12&5
- COc1ccc(OC)c2nc(-c3cccnc3)ccc12
→ 9%	0.1%	-9	0%	nt	-2%	4%	0	3	0	-8
- CCN(CC)c1ccc(N/C(N)=N/c2nc(C(F)(F)F)cc(=O)[nH]2)cc1
→ -26%	0.1%	-4	-2%	-1%	0%	5%	0	-1	1	-17
- O=C(CCCCn1c(=S)[nH]c2ccsc2c1=O)NCc1ccc2c(c1)OCO2
→ 4%	0.3%	3	0%	2%	3%	-7%	-31	-2	6	-6
- Nc1nc(NCc2ccccc2)nc(NCCO)c1[N+](=O)[O-]
→ nt	0.3%	1	3%	19%	0%	9%	-17	1	-10	2
- COCc1cc(C)nc(Nc2ccc(C)c(C)c2)c1C#N
→ 0%	0.0%	2	0%	3%	-2%	3%	30	20	0	16
- COc1ccc(C2Nc3ccc4ccccc4c3-c3c2c(=O)oc2ccccc32)cc1 (stereo not given)
→ nt	-0.3%	0	-4%	-8%	9%	12%	nt	-2	nt	nt
- CC(=O)c1ccc(-c2ccc(C(=O)N3CCC(C(N)=O)CC3)o2)cc1
→ nt	-0.1%	nt	nt	nt	-1%	nt	-15	1	-2	-24
- COC(=O)c1cc(OC)c(OC)cc1NC(=S)N1CCCC(CO)C1 (stereo not given)
→ -21%	0.2%	-1	-3%	2%	0%	4%	15	-2	2	4
- O=C(COC(=O)Cc1ccccc1F)NNC(=O)c1ccc([N+](=O)[O-])cc1
→ nt	0.0%	nt	nt	nt	3%	nt	15	-1	0	-21

Value order – Menin-MLL TR inh	B2AR arrestin	FBPA coupling cs	GALK inh	PKM2 activator	USP2a inh	MLL CXXC-DNA inh	KCNH2 3.1 block	TRPV1 ag	hERG WT inh	Giardia killer
- CCc1ccc2c(CSc3nnnn3C)cc(=O)oc2c1
→ nt	0.1%	5	6%	-3%	3%	13%	-15	1	-4	10
- COc1ccccc1C(=O)NCCC(=O)NC(C)c1ccc(-n2ccnc2)cc1 (stereo not given)
→ nt	0.5%	nt	nt	nt	-1%	nt	-4	-2	9	-5
- Fc1ccccc1CSc1nnc(-c2cccnc2)o1
→ 0%	-0.1%	0	0%	nt	11%	5%	-2	10	0	9
- Cc1cccnc1NC(=O)C12CCC(C)(C(=O)O1)C2(C)C (stereo not given)
→ 22%	-0.3%	-1	1%	-1%	-1%	-8%	-15	-3	23	7
- CCN(CC)C(=O)Cn1cc(C(=O)C(=O)N2CCN(C)CC2)c2ccccc21
→ -5%	-0.8%	-1	6%	-8%	0%	-25%	3	-1	0	2
